ROC1-CUL1 inh: human ROC1-CUL1 E3 ligase inhibition; inhibition, % at 10 µM; hit rate 0.6% among 140,000; AID 1347404; in vitro K48 di-Ub FRET, acceptor:donor ratio, 45 min; in the data active means inhibition above about 25%
Target sequence (P62877 whole entry, looked up): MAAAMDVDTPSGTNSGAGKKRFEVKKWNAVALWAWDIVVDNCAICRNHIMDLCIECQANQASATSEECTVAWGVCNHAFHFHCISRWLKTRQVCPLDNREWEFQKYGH
Target sequence (Q13616 whole entry, looked up): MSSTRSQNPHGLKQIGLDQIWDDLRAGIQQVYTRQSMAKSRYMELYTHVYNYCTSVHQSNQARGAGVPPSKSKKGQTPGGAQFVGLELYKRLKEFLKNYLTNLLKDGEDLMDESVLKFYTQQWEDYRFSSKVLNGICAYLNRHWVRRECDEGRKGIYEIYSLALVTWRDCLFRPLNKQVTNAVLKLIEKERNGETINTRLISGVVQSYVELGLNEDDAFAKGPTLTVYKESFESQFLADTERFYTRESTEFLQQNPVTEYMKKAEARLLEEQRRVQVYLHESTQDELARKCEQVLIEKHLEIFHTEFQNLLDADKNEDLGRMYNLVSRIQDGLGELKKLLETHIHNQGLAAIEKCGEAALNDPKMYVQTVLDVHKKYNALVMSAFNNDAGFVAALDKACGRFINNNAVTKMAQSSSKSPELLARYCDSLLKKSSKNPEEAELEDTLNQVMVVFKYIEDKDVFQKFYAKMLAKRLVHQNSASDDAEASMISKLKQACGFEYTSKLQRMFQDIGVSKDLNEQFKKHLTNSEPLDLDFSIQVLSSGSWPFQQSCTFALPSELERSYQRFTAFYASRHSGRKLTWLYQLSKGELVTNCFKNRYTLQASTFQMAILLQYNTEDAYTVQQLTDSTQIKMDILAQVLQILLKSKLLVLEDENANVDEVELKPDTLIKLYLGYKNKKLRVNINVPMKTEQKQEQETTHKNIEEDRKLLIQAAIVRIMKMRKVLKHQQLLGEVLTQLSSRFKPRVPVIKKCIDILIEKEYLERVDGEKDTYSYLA
Active calls of the source: *. Not all compounds are listed, so the mix of outcomes need not match the whole.

SMILES | ROC1-CUL1 inh
C=CCN1C(=O)/C(=C/c2ccc(Br)s2)C(=O)NC1=S | 1
CN1CCOC(C(O)C(Cl)(Cl)Cl)C1=O (stereo not drawn) | -5
CCOC12C(=O)c3ccccc3N1C2c1ccccc1 (stereo not drawn) | 1
CC1CN(c2ccc([N+](=O)[O-])cc2)CCN1 (stereo not drawn) | 13
Cc1cc(OCC(=O)N2CCN(CCc3ccncc3)CC2)ccc1Cl | -4
CN1CCc2nc(N)c(C#N)c(-c3ccc(Br)cc3)c2C1 | 6
COC(=O)C1C2c3ccccc3O[C@]1(C)N=c1s/c(=C/c3ccc(OC(F)F)cc3)c(=O)n12 (stereo partly drawn) | -8
C/C(CCc1c[nH]c2ccccc12)=N/O | 3
Cc1cc(-c2nc(-c3c(C)ncc4c3CCNC4)no2)no1 | -4
C=CC1CN2CCC1CC2[C@H](O)c1ccnc2ccc(O)cc12 (stereo partly drawn) | -1
S=C1CN=C(c2ccccc2)c2cc(Cl)ccc2N1 | 9
CC(Cc1ccccc1)NC(=O)CN1CCCC1=O (stereo not drawn) | 7
CC1=Nc2ccccc2Sc2ccccc21 | -2
C=CCN1CCN(C(=O)COc2cc(Cl)ccc2Cl)CC1 | 1
COc1cc(C=C2C(=O)N(c3ccc(C)cc3)C(=S)N(c3ccc(C)cc3)C2=O)cc(Br)c1O | -1
Nc1nonc1C1=NOC(c2nonc2N)=NO1 | 3
CCCc1nc2ccccc2c(=O)n1-c1cccc([N+](=O)[O-])c1 | 0
CC12CN3CC(C)(CN(C1)C3c1cccs1)C2O (stereo not drawn) | 0
O=C1NC(=S)NC(=O)C1=Cc1c2ccccc2cc2ccccc12 | -9
CC1CSC(Nc2ccc(Br)cc2)=N1 (stereo not drawn) | 7
CC(=O)Nc1ccccc1C(=O)OCC(=O)c1ccc2ccccc2c1 | -8
OC(CN1CCOCC1)c1csc2ccccc12 (stereo not drawn) | 4
CCOC(=O)C1=C(C)NC2(C)CC1c1ccccc1O2 (stereo not drawn) | 2
NCCc1c[nH]c2ccc(OCc3nc(-c4ccccc4)no3)cc12 | 7
CC(=O)NCCc1nc(-c2c(C)ncc3c2CCNC3)no1 | 9
Cc1c(Br)cc([N+](=O)[O-])cc1[N+](=O)[O-] | -6
COC(=O)C1C(=N)Oc2c(c(=O)oc3ccccc23)C1c1cccc(C(F)(F)F)c1 (stereo not drawn) | -3
CC(C)c1ccc(NC(=O)CN2C(=O)CN=C(c3ccccc3)c3ccccc32)cc1 | 3
CCCC12CN3CC(CCC)(CN(C1)C3c1cccnc1)C2=O (stereo not drawn) | -2
O=C1N=C(Cl)C(Cl)C(=O)N1 (stereo not drawn) | 1
COc1cccc(/C=C2\C(=O)C3CCN2CC3)c1 | 12
c1ccc(CN2C3Sc4ncccc4C2Sc2ncccc23)cc1 | 9
c1ccc(COc2ccc(CC3CC4CCN3CC4)cc2)cc1 (stereo not drawn) | -5
CCCn1c(C)c(C(=O)OCC)c2cc(O)ccc21 | -1
Cc1cc(Cl)ccc1C(=O)C1CCCN(Cc2cnn(C)c2)C1 (stereo not drawn) | -7
CCCCCSc1cc(OC)c(CCN)cc1OC | 3
[N-]=[N+]=Nc1ccc2[nH]c(=O)[nH]c2c1 | 6
O=C(c1cccnc1Cl)N1CCN(CCO)CC1 | -2
Fc1ccc(NC2=NCCS2)cc1 | -6
O=C(Cc1ccc([N+](=O)[O-])cc1)Nc1ccc2c(C(F)(F)F)cc(=O)oc2c1 | -6

Already shown: an excerpt of the list.
SMILES | ROC1-CUL1 inh
CCCc1nc2ccccc2c(=O)n1-c1cccc([N+](=O)[O-])c1 | 0
CC12CN3CC(C)(CN(C1)C3c1cccs1)C2O (stereo not drawn) | 0
O=C1NC(=S)NC(=O)C1=Cc1c2ccccc2cc2ccccc12 | -9
CC1CSC(Nc2ccc(Br)cc2)=N1 (stereo not drawn) | 7
CC(=O)Nc1ccccc1C(=O)OCC(=O)c1ccc2ccccc2c1 | -8
OC(CN1CCOCC1)c1csc2ccccc12 (stereo not drawn) | 4
CCOC(=O)C1=C(C)NC2(C)CC1c1ccccc1O2 (stereo not drawn) | 2
NCCc1c[nH]c2ccc(OCc3nc(-c4ccccc4)no3)cc12 | 7
CC(=O)NCCc1nc(-c2c(C)ncc3c2CCNC3)no1 | 9
Cc1c(Br)cc([N+](=O)[O-])cc1[N+](=O)[O-] | -6
COC(=O)C1C(=N)Oc2c(c(=O)oc3ccccc23)C1c1cccc(C(F)(F)F)c1 (stereo not drawn) | -3
CC(C)c1ccc(NC(=O)CN2C(=O)CN=C(c3ccccc3)c3ccccc32)cc1 | 3
CCCC12CN3CC(CCC)(CN(C1)C3c1cccnc1)C2=O (stereo not drawn) | -2
O=C1N=C(Cl)C(Cl)C(=O)N1 (stereo not drawn) | 1
COc1cccc(/C=C2\C(=O)C3CCN2CC3)c1 | 12
c1ccc(CN2C3Sc4ncccc4C2Sc2ncccc23)cc1 | 9
c1ccc(COc2ccc(CC3CC4CCN3CC4)cc2)cc1 (stereo not drawn) | -5
CCCn1c(C)c(C(=O)OCC)c2cc(O)ccc21 | -1
Cc1cc(Cl)ccc1C(=O)C1CCCN(Cc2cnn(C)c2)C1 (stereo not drawn) | -7
CCCCCSc1cc(OC)c(CCN)cc1OC | 3
[N-]=[N+]=Nc1ccc2[nH]c(=O)[nH]c2c1 | 6

(listing goes on)
SMILES | ROC1-CUL1 inh
c1ccc(CN2CCN(CCCSc3cc4ccccc4[nH]3)CC2)cc1 | -2
O=P(Nc1ccc2c(c1)OCO2)(Oc1ccccc1)Oc1ccccc1 | -5
CCN(CC)C(=O)c1ccc2c(c1)CC(C)N2S(C)(=O)=O (stereo not drawn) | 7
CCN1C(=O)C(=Cc2c(C)n(CC(=O)NCC3CCCO3)c3ccccc23)C(=O)N(CC)C1=S (stereo not drawn) | -7
O=C1c2nonc2C(=O)c2nonc21 | -4
CSc1ccc(C(=O)C2CCCN(Cc3ccon3)C2)cc1 (stereo not drawn) | 5
COc1ccc(-c2nc(CN3C(=O)CN=C(c4ccccc4)c4cc(Cl)ccc43)c(C)o2)cc1 | 11
CS(=O)(=O)OC1CN2CCC1CC2 (stereo not drawn) | 8
CCC12CN3CCN(CC(C3)C1(O)C#N)C2 (stereo not drawn) | 8
O=c1c2ccccc2nc(C(Cl)(Cl)Cl)n1-c1ccccc1 | 0
COC(=O)OCC12CCC(O1)C1(C)C(=O)OCC21 (stereo not drawn) | 56*
C=CCN1C(=O)C2(C(C(=O)OCC)=C(c3ccccc3)OC(=N)C2C(=O)OCC)c2ccccc21 (stereo not drawn) | -8
C1=C(CCNCc2cccnc2)CCCC1 | 14
COc1ccc(C=C2C(=NN)C3CCN2CC3)cc1OC | -16
c1ccc2c(c1)CC1(CCCC1)[N+]1=C2SCC1 | 1
Cc1ccc(Cl)cc1N1Cc2ccccc2C1=N | 6
CC(Nc1ccc([N+](=O)[O-])c2cccnc12)C12CC3CC(CC(C3)C1)C2 (stereo not drawn) | -3
Fc1ccc(CCNCc2ccc(Br)cc2)cc1 | -5
CN1CC2c3ccccc3OC(c3ccc(Cl)cc3)C2([N+](=O)[O-])O1 (stereo not drawn) | 3
COC(=O)C(Cc1c[nH]c2ccccc12)N1CC1C(=O)OC (stereo not drawn) | 3
CCOC(=O)c1sc(=N)n(Cc2ccco2)c1C | -1
COc1cc(CC2C(=O)N(C)C(=O)N(C)C2=O)cc(Br)c1O | -9
N#CC1C(=N)Oc2c(c(=O)oc3ccccc23)C1c1cccc([N+](=O)[O-])c1 (stereo not drawn) | -4
COc1ccc(CN2CCN(C(=O)COc3ccccc3)CC2)c(OC)c1 | 0
CCC1(CCCC(=O)c2ccc(F)cc2)C(=O)NC(=S)NC1=O | 6
Cn1cc(C(=O)c2ccccc2)c2ccccc21 | -5
N#CC1C(=O)c2ccccc2C1=O | 1
Cc1ccccc1CN1C(=O)CN=C(c2ccccc2)c2cc(Cl)ccc21 | -14
c1ccc(C(OCCN2CCC2)c2ccccc2)cc1 | -2
COc1snc(C(Cl)(Cl)Cl)c1Cl | 8
O=c1c2ccccc2nc(/C=C/c2ccccc2F)n1-c1cccc(O)c1 | 3
COCCOC(=O)C1=C(C)OC(=N)C(C#N)C12C(=O)N(CC(=O)OC)c1ccccc12 (stereo not drawn) | -2
CCO[C@@H]1c2cc3c(cc2[C@@H](c2cc(OC)c(O)c(OC)c2)[C@H]2C(=O)OCC12)OCO3 (stereo partly drawn) | -8
c1ccc(C(OCCN2CCN(c3ncccn3)CC2)c2ccccc2)cc1 | 1
CC(C)c1cccc(C(C)C)c1OCCN1CCOCC1 | 0
CC1=C(C(=O)c2ccccc2)C2(C(=O)Nc3ccc(Br)cc32)C(C(=O)OCc2ccccc2)C(=N)O1 (stereo not drawn) | 1
CCN(CC)C(=O)c1ccc(NC(=O)CCn2nc(-c3ccc(Cl)cc3)c3ccccc3c2=O)cc1 | 2
COc1cccc(-n2c(/C=C/c3ccccc3)nc3ccccc3c2=O)c1 | 4
CC(C)(C)c1ccc(C(CN)c2ccc(Cl)cc2)cc1 (stereo not drawn) | -1
COC(=O)C(CCSC)NC(=O)c1cn(CCN2CCCCC2)nn1 (stereo not drawn) | 4
CC(=O)c1cn(C2=NCCN2)c2ccccc12 | 0
C/C(=N\N=C(/C)c1nnn(C)n1)c1nnn(C)n1 | -6
CN1CCN(C(=O)c2ccc(Cl)nc2)CC1 | -16
Cc1ccccc1-n1nc(C)c2c1NC(=O)CSC2c1ccc(N(C)C)cc1 (stereo not drawn) | 4
CN(C)c1ccc(NC(=O)c2sc3nc4c(cc3c2N)N2CCC4CC2)cc1 | -6
Clc1ccccc1C1=NCc2nnc(N3CCN(CCOc4ccccc4)CC3)n2-c2sc(Br)cc21 | 6
Cc1ccc(CNCCc2ccccc2F)cc1 | -9
O=C1NC(=O)C(=Cc2ccc(C(=O)O)cc2)C(=O)N1 | -1
CCN(CC)c1ccc(/C=C2\C(=O)NC(=S)N(C)C2=O)o1 | -2
CC(C)N1C(=O)/C(=C/C=C/c2ccco2)C(=O)N(Cc2ccco2)C1=O | -4
CN1C(=N)C(C#N)C2=C(CN(C)C(C)(C)C2)C1=S (stereo not drawn) | 0
COc1ccc(C(=O)c2cn(CC(C)C)c3ccccc23)cc1 | -2
O=C(c1cccc(Cl)c1)C1CCCN(C2CCCC2)C1 (stereo not drawn) | -1
C(CCc1nn[nH]n1)Cc1nn[nH]n1 | -1
O=C(Nc1ccc(Cl)cc1C(=O)c1ccccc1)c1ccccc1Br | 1
Cc1ccc(NC(=O)c2cccn(Cc3ccccc3C)c2=O)c(C)c1 | -11
O=S1(=O)CC2(N3CCOCC3)CCCCC21 (stereo not drawn) | -2
COc1ccc(CCNCC(O)C(O)C(O)C(O)CO)cc1OC (stereo not drawn) | 0
CN(C)CCCNc1ccc([N+](=O)[O-])c2cccnc12 | 2
Cc1cccc(CC(C)NCCc2cc(=O)[nH]c(C)n2)c1 (stereo not drawn) | 3
The listing continues:
SMILES | ROC1-CUL1 inh
CC(C)C(=O)OC1N=C(c2ccccc2Cl)c2cc(Br)ccc2NC1=O (stereo not drawn) | 0
O=C(OC1CN2CCC1CC2)OC1CN2CCC1CC2 (stereo not drawn) | 2
Cc1ccc(C)c(OCC#CCN2CCOCC2)c1 | -2
CCCC(C)C1(CC)C(=O)NC(=O)N=C1O (stereo not drawn) | -5
Nc1ccc(F)cc1C(=O)c1ccccc1 | -5
O=C1NCN(c2ccccc2)C12CCN(CCC=C1c3ccccc3CCc3ccccc31)CC2 | -7
Cc1c(C(=O)Nc2cc(Cl)cc(Cl)c2)cccc1[N+](=O)[O-] | -2
CN1CCN(Cc2cccc(F)c2F)CC1CCO (stereo not drawn) | 10
O=C1CN=C(c2ccccc2Cl)c2cc(Cl)ccc2N1Cc1cccc(Cl)c1 | -7
CCc1ccc(-n2nc(C)c3c2NC(=O)CSC3c2ccc(C(=O)OC)cc2)cc1 (stereo not drawn) | 10
COC(=O)C1(c2ccccc2)CCN(C)CC1 | 9
O=C(c1ccccc1Cl)C1(O)CCCC1 | 7
CN1C2CCC1CC(OC(=O)/C=C/c1ccccc1)C2 (stereo not drawn) | -7
COc1ccc(NC(=O)CCc2nc(C3=CCN(Cc4cccc(Cl)c4)CC3)no2)cc1OC | -1
O=C1Nc2ccc(Cl)cc2C(c2ccccc2F)=NC1O (stereo not drawn) | -2
COc1ccc([C@@H](O)[C@H](C)N)cc1 | -4
Clc1ccccc1C1=NCc2nnc(Br)n2-c2sc(Br)cc21 | 12
N#CC1C(=N)Oc2c(c(=O)oc3ccccc23)C1c1ccc([N+](=O)[O-])cc1 (stereo not drawn) | 6
CN1C2C=C(N(C(=O)c3ccc(Cl)cc3)c3ccccc3)CC1CC2 (stereo not drawn) | -5
Cc1nnc2n1-c1ccc(Br)cc1C(c1ccccc1Cl)=NC2 | 0
CC(=O)OC1=CC2=CCC3C(CC[C@@]4(C)C3CC[C@@H]4OC(C)=O)[C@H]2CC1 (stereo partly drawn) | 1
CCc1noc(COc2ccc3[nH]cc(CCN)c3c2)n1 | 10
CC(=O)OC1CCC2C3C=CC4C(C)(C)C(=O)CCC4(C)C3CCC12C (stereo not drawn) | 1
CCOC(=O)CCNC(=O)c1cn(Cc2ccccc2OC)cc(C(=O)NCCC(C)C)c1=O | -2
CCCCNC(=O)Nc1ccc(C(O)(C(=O)OC)C(F)(F)F)cc1 (stereo not drawn) | -2
CC(=O)OC1CCC2C3CC=C4C[C@@](C)(OC(C)=O)CC[C@]4(C)C3CC[C@]12C (stereo partly drawn) | 12
C=CCOC(=O)C1=C(C)OC(=N)C(C#N)C12C(=O)N(CN1CCOCC1)c1ccccc12 (stereo not drawn) | 7
CC(Cc1ccc(O)cc1)N(C)C (stereo not drawn) | 4
CCc1ccccc1N1Cc2ccccc2C1=N | -8
Clc1cccc(N2CCN(Cc3cccc(Cl)c3Cl)CC2)c1 | 4
COc1ccc(-c2nc(CN3C(=O)CN=C(c4ccccc4)c4ccccc43)c(C)o2)cc1 | -2
Cc1ccc2c(c1)CN(C)c1ncccc1CN2C | 2
CN1CCc2nc3sc(C(=O)NC4CC4)c(N)c3cc2C1 | 2
CN1CCN(C(=O)COc2c(Cl)cc(Cl)cc2Br)CC1 | -17
COc1ccc(OC)c(/C=C2\C(=O)C3CCN2CC3)c1 | -7
CCN1CCN(S(=O)(=O)c2cnc(Cl)c(Br)c2)CC1 | -2
COc1ccc(OC)c2c1CCC1NCCOC21 (stereo not drawn) | 0
